Compound activity from PubChem BioAssay.
aSyn UTR inh – 5' untranslated region of α-synuclein, MLPCN primary screen. alpha-synuclein 5'UTR reporter, inhibitor activity. inhibition, % (tested at 7.5 µM). actives 0.82% (n = 300,000); in the data active = inhibition above about 60%; inconclusive = no clear call, values can overlap the other calls;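 also: H4 neuroglioblastoma cells stably carrying SNCA 5'UTR luciferase fusion; 0% = DMSO wells and 100% = positive control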
HSF1 inhib – HSF1 inhibition. NIH3T3-HGL HSE-luciferase, MG132-induced, luminescence 8 h; hits give low values. activity change, negative = inhibition, % at 7.5 µM (by protocol). actives 0.77% (n = 300,000);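 active = more than half of replicate wells show activity change below -50%, luminescence cut by over half; inconclusive = some wells, but at most half, below -50%; inactive = no replicate well below -50%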;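 also: luciferase reports HSF-1 transcriptional activity via heat shock element; 0% = median of DMSO wells and -100% = zero luminescence signal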
HSP90 inh – HSP90 refolding inhibition in rabbit reticulocyte lysate. luciferase refolding luminescence, 3 h. AID 1789. inhibition, % at 5.6 µM. actives 0.91% (n = 290,000);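 active = inhibition above the screen-wide mean plus 3 SD, computed separately per campaign, cut at about 16% in these data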;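 also: 0% = DMSO wells and 100% = 60 µM geldanamycin wells; inhibitors lower the luminescence because luciferase stays unfolded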
IEC-6 cytotox – counter-screen for KLF5 inhibitors: cytotoxicity in IEC-6 cells | IEC-6 cytotoxicity, luminescence viability | inhibition, % at 5 µM | actives 0.78% (n = 290,000) | AID 1825; in the data active = inhibition above about 22%;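 also: 0% = plate median of test compound wells and 100% = cytotoxic reference compound wells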
KLF5 inhibitor – inhibitors of KLF5 expression; DLD-1 KLF5 promoter-luciferase reporter, luminescence; inhibition, % at 5 µM; actives 0.23% (n = 290,000); AID 1700;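 active = inhibition above a per-plate limit of that plate's mean compound inhibition plus 3 SD, cut at about 60% in these data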;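 also: 0% = DMSO wells and 100% = LY294002 at 200 µM; higher means less KLF5 promoter-driven luciferase light; inactives centre near -14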
GSK3A inh – inhibitors of human GSK-3 alpha kinase | actives 0.1% (n = 320,000) | inhibition, % at 10 µM | P49840 | AID 2650 | ADP-Glo luminescence, 60 min;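 in the data active = inhibition above about 50%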;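 also: GST-tagged GSK-3 alpha with peptide substrate and 25 µM ATP; 0% = DMSO neutral wells and 100% = GW8510 positive control wells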
Target sequence (P49840 whole entry, looked up): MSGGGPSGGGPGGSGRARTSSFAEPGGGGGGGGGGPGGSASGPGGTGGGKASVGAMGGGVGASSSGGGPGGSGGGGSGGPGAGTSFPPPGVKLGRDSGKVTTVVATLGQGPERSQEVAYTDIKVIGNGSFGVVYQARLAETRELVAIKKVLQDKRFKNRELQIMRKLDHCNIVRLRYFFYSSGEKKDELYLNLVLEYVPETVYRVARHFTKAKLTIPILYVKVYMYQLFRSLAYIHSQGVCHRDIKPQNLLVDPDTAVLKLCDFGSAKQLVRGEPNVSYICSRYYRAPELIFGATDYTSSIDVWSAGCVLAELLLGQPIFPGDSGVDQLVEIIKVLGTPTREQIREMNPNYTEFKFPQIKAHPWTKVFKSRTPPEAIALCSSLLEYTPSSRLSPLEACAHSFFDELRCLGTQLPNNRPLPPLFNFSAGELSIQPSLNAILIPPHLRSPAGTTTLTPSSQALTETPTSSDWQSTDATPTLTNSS
GSK3beta inhib – blocks human GSK3beta kinase activity. AID 2097. actives 0.038% (n = 300,000). GST-GSK3beta kinase, ADP-Glo luminescence, 60 min; hits give low values. activity score (negative = inhibition), % at 10 µM;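 active = more than half of replicate wells score below -50%, meaning over 50% inhibition versus plate controls; inconclusive = some replicates but at most half score below -50%; inactive = no replicate scores below -50%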;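 also: 0% = median DMSO wells and -100% = median GW8510 positive control wells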
Target sequence (P49841 whole entry, looked up): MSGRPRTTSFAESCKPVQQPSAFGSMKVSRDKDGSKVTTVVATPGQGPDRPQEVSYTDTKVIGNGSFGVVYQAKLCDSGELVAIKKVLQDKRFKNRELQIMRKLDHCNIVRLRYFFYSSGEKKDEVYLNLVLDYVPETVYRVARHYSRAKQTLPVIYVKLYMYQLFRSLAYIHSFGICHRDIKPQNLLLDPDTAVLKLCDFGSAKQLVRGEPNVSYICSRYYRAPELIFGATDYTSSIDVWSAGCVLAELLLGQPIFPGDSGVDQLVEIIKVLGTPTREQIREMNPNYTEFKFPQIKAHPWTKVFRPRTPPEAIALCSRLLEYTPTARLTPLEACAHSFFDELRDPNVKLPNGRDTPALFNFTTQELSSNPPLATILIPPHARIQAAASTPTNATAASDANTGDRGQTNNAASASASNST
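test system = GST-tagged human GSK3beta kinase, cell-free | reagent = 25 µM ATP with peptide substrate | dosing = one dose of 10 µM per compound | schedule = 60 min reaction, RT | detection = luminescent ADP-Glo measurement of ADP formed | control set = DMSO neutral wells and GW8510 at 20 µM as positive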
HSF1 activator – increases HSF-1 driven luciferase reporter signal; activation, % at 9 µM; NIH3T3-HGL HSF-1 luciferase reporter, MG132, 8 h; 100% = twice DMSO control signal; actives 1.7% (n = 300,000);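 active = mean replicate activation of at least 50% with a set share of replicates each reaching 50%; inconclusive = only one of those two conditions met; inactive = mean below 50% and too few replicates reaching it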;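 also: 0% = median of the neutral control wells and 100% = twice that signal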
PolyA inh – inhibitors of polyadenylation in S. cerevisiae. calls only at 12 µM. S. cerevisiae SKY197-pL101 polyadenylation reporter, beta-gal luminescence; efflux-impaired pdr1/pdr3 knockout yeast; score 100 = 6 SD above DMSO. actives 0.02% (n = 300,000);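 active = lowest replicate activity score at least 50, where 100 means six control SD above control mean; inconclusive = lowest score under 50 but half or more replicates reach 50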;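 also: yeast exposed to compound for 9 h at 30 °C; higher score means more reporter readthrough which indicates perturbed polyadenylation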
AI-2 QS modul – Vibrio harveyi AI-2 quorum sensing modulation | Vibrio harveyi JMH597 AI-2 luminescence/OD600 ratio, 9 h; hits give low values; strain lacks LuxN and CqsS sensors; 0 = neutral-control median | activity change, % at 7.5 µM | actives 0.4% (n = 300,000) | AID 2094; in the data active = activity change below about -75%, passing the limit was not always enough; inconclusive = no clear call, values can overlap the other calls;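 also: luminescence divided by OD600 gain over 9 h not by final OD600 alone; inactives centre near 13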
An asterisk follows results filed as active. This is a subset; count on the stated rates, not on these rows.

Results for O=C(c1cccc(S(=O)(=O)N2CCOCC2)c1)N1CCCC1 ?
aSyn UTR inh: 19.8; HSF1 inhib: 2.0; HSP90 inh: 1.9; IEC-6 cytotox: 0.2; KLF5 inhibitor: -1.5; GSK3A inh: -3.4; GSK3beta inhib: 4.2; HSF1 activator: 3.7; PolyA inh: inactive; AI-2 QS modul: 12.7

What do the screens show for `COc1ccccc1NC(=O)c1nn(-c2ccc(Cl)cc2)ccc1=O`?
aSyn UTR inh: -0.2; HSF1 inhib: 2.2; HSP90 inh: 1.0; IEC-6 cytotox: 9.8; KLF5 inhibitor: 2.9; GSK3A inh: -2.7; GSK3beta inhib: 0.9; HSF1 activator: 25.8; PolyA inh: inactive; AI-2 QS modul: 10.1

How did COc1ccc(/C=C(\C#N)C(=O)OCCNC(=O)c2ccncc2)cc1 do in these assays?
aSyn UTR inh: 0.2; HSF1 inhib: -3.3; HSP90 inh: 1.7; IEC-6 cytotox: -8.4; KLF5 inhibitor: -16.6; GSK3A inh: -2.2; GSK3beta inhib: -5.3; HSF1 activator: 18.8; PolyA inh: inactive; AI-2 QS modul: -3.9

Results for O=C1CC(N2CCCCCC2)C(=O)N1c1ccc2c(c1)OCO2 (centres undefined) ?
aSyn UTR inh: -7.4; HSF1 inhib: 2.2; HSP90 inh: -0.9; IEC-6 cytotox: -2.4; KLF5 inhibitor: -0.7; GSK3A inh: -0.2; GSK3beta inhib: -0.8; HSF1 activator: 14.5; PolyA inh: inactive; AI-2 QS modul: inconclusive

What do the screens show for `O=C1CNC(=O)/C(=C\c2ccc(F)cc2)N1`?
aSyn UTR inh: 5.5; HSF1 inhib: 5.4; HSP90 inh: -6.0; IEC-6 cytotox: -0.1; KLF5 inhibitor: -36.0; GSK3A inh: -0.9; GSK3beta inhib: -0.7; HSF1 activator: 14.2; PolyA inh: inactive; AI-2 QS modul: -3.7

Results for CCc1c(C)nc(SCCOc2ccc(OC(C)C)cc2)[nH]c1=O ?
aSyn UTR inh: 2.8; HSF1 inhib: -22.5; HSP90 inh: 2.0; IEC-6 cytotox: -4.9; KLF5 inhibitor: -13.8; GSK3A inh: -0.5; GSK3beta inhib: 0.0; HSF1 activator: -35.1; PolyA inh: inactive; AI-2 QS modul: 14.1

What do the screens show for `O=C(NN1C(=O)c2ccccc2NC1c1ccc([N+](=O)[O-])o1)c1ccc(Br)cc1` (centres undefined)?
aSyn UTR inh: -35.0; HSF1 inhib: 12.0; HSP90 inh: -0.6; IEC-6 cytotox: -3.0; KLF5 inhibitor: -19.2; GSK3A inh: -2.4; GSK3beta inhib: 1.9; HSF1 activator: 13.7; PolyA inh: inactive; AI-2 QS modul: -40.6

How did O=C(O)CCS(=O)(=O)c1cccc2cccnc12 do in these assays?
aSyn UTR inh: -28.4; HSF1 inhib: -4.2; HSP90 inh: 1.7; IEC-6 cytotox: 3.8; KLF5 inhibitor: -20.7; GSK3A inh: -0.6; GSK3beta inhib: -0.1; HSF1 activator: 6.9; PolyA inh: inactive; AI-2 QS modul: 0.1

What do the screens show for `CCc1ccc(NC(=O)NNC(=O)c2cc3ccccc3cc2O)cc1`?
aSyn UTR inh: 9.4; HSF1 inhib: -9.2; HSP90 inh: -1.0; IEC-6 cytotox: -4.2; KLF5 inhibitor: -23.7; GSK3A inh: 0.0; GSK3beta inhib: 3.0; HSF1 activator: -10.0; PolyA inh: inactive; AI-2 QS modul: 14.3

Results for COc1ccccc1C(=O)Nc1ccc(C)cc1C(=O)c1ccccc1 ?
aSyn UTR inh: 1.7; HSF1 inhib: -0.8; HSP90 inh: -0.7; IEC-6 cytotox: -2.2; KLF5 inhibitor: -22.7; GSK3A inh: -1.9; GSK3beta inhib: 1.3; HSF1 activator: 27.4; PolyA inh: inactive; AI-2 QS modul: 4.9

Results for COc1ccc(C2NC(=O)Cc3cc(OC)c(OC)cc32)cc1OC (centres undefined) ?
aSyn UTR inh: -4.1; HSF1 inhib: -2.5; HSP90 inh: -0.5; IEC-6 cytotox: -4.4; KLF5 inhibitor: -1.6; GSK3A inh: -1.9; GSK3beta inhib: 2.9; HSF1 activator: 1.0; PolyA inh: inactive; AI-2 QS modul: 2.8

Results for O=c1[nH]c(SCc2c(Cl)cccc2Cl)nc2ccccc12 ?
aSyn UTR inh: 14.1; HSF1 inhib: -6.1; HSP90 inh: 6.2; IEC-6 cytotox: 3.3; KLF5 inhibitor: -1.8; GSK3A inh: -1.7; GSK3beta inhib: 4.9; HSF1 activator: -3.6; PolyA inh: inactive; AI-2 QS modul: -2.8

Results for O=C(Oc1ccc(F)cc1)c1cccnc1 ?
aSyn UTR inh: -9.8; HSF1 inhib: -0.2; HSP90 inh: 1.3; IEC-6 cytotox: -1.1; KLF5 inhibitor: -11.4; GSK3A inh: 2.7; GSK3beta inhib: 0.0; HSF1 activator: -7.2; PolyA inh: inactive; AI-2 QS modul: -4.9

What do the screens show for `O=C(O)c1ccc(/C=C2\CCCc3c2nc2ccccc2c3C(=O)O)cc1`?
aSyn UTR inh: 9.0; HSF1 inhib: -1.2; HSP90 inh: 0.6; IEC-6 cytotox: -6.3; KLF5 inhibitor: 2.2; GSK3A inh: -0.8; GSK3beta inhib: -1.9; HSF1 activator: -0.7; PolyA inh: inactive; AI-2 QS modul: 17.5

How did CC1(C)C2CCC1(CS(=O)(=O)Nc1ccc(S(=O)(=O)N3CCCC3)cc1)C(=O)C2 (centres undefined) do in these assays?
aSyn UTR inh: -36.6; HSF1 inhib: 1.6; HSP90 inh: -0.9; IEC-6 cytotox: -10.0; KLF5 inhibitor: -2.2; GSK3A inh: -2.3; GSK3beta inhib: -4.5; HSF1 activator: -0.5; PolyA inh: inactive; AI-2 QS modul: 10.7

What do the screens show for `CCOc1ccccc1N=C1SC(CC(=O)Nc2ccc(OC)cc2OC)C(=O)N1CCC1=CCCCC1` (centres undefined)?
aSyn UTR inh: 38.2; HSF1 inhib: -6.3; HSP90 inh: 0.3; IEC-6 cytotox: 1.6; KLF5 inhibitor: -2.2; GSK3A inh: -0.9; GSK3beta inhib: -5.9; HSF1 activator: 2.4; PolyA inh: inactive; AI-2 QS modul: 25.9

Results for Cc1cccc(N2CCN(S(=O)(=O)c3ccc4c(c3)C(C)(C)C(=O)N4C)CC2C)c1 (centres undefined) ?
aSyn UTR inh: 18.1; HSF1 inhib: 21.0; HSP90 inh: -1.2; IEC-6 cytotox: 2.5; KLF5 inhibitor: -18.8; GSK3A inh: 1.7; GSK3beta inhib: 1.8; HSF1 activator: 37.3; PolyA inh: inactive; AI-2 QS modul: 26.7

Results for O=C(CSc1nnc2scc(-c3ccc(F)cc3)n12)NCc1ccco1 ?
aSyn UTR inh: 12.7; HSF1 inhib: 2.9; HSP90 inh: -1.4; IEC-6 cytotox: -1.6; KLF5 inhibitor: -30.6; GSK3A inh: 1.7; GSK3beta inhib: 1.4; HSF1 activator: -1.8; PolyA inh: inactive; AI-2 QS modul: 19.6

How did Cc1ccc(N(C(=O)c2ccco2)C(C(=O)NC2CCCC2)c2cccnc2)cc1 (centres undefined) do in these assays?
aSyn UTR inh: -23.9; HSF1 inhib: -6.4; HSP90 inh: -3.2; IEC-6 cytotox: -3.4; KLF5 inhibitor: -25.3; GSK3A inh: -2.5; GSK3beta inhib: -1.1; HSF1 activator: -3.4; PolyA inh: inactive; AI-2 QS modul: 5.9

Results for CC1C(=O)N2CCCc3cc(S(=O)(=O)N(C)c4ccccc4)cc1c32 (centres undefined) ?
aSyn UTR inh: -4.8; HSF1 inhib: -3.8; HSP90 inh: -1.5; IEC-6 cytotox: 0.7; KLF5 inhibitor: -18.2; GSK3A inh: 2.7; GSK3beta inhib: -7.5; HSF1 activator: 17.9; PolyA inh: inactive; AI-2 QS modul: 14.8

What do the screens show for `O=C(NC(=S)N1CCCCC1)c1csc([N+](=O)[O-])c1`?
aSyn UTR inh: -87.1; HSF1 inhib: 22.1; HSP90 inh: -1.8; IEC-6 cytotox: 5.3; KLF5 inhibitor: -9.6; GSK3A inh: -0.7; GSK3beta inhib: 1.4; HSF1 activator: 6.1; PolyA inh: inactive; AI-2 QS modul: 21.5

Results for CC(C)Cn1c2c(c(O)c(C(=O)Nc3nccs3)c1=O)CCCC2 ?
aSyn UTR inh: -12.0; HSF1 inhib: 4.6; HSP90 inh: 0.5; IEC-6 cytotox: 3.6; KLF5 inhibitor: -11.8; GSK3A inh: 17.0; GSK3beta inhib: -1.1; HSF1 activator: 15.0; PolyA inh: inactive; AI-2 QS modul: 14.3

How did CC(C)C[C@H](NC(=O)NC1CCCc2ccccc21)C(=O)O (some centres undefined) do in these assays?
aSyn UTR inh: 23.2; HSF1 inhib: -3.3; HSP90 inh: -1.0; IEC-6 cytotox: -5.2; KLF5 inhibitor: -3.8; GSK3beta inhib: 0.4; HSF1 activator: -4.8; PolyA inh: inactive; AI-2 QS modul: 21.8

What do the screens show for `CCOC(=O)c1c2c3c(cccc3n(C)c1=O)C(=O)c1ccccc1-2`?
aSyn UTR inh: 19.5; HSF1 inhib: 6.8; HSP90 inh: 44.3*; IEC-6 cytotox: -6.3; KLF5 inhibitor: -53.1; GSK3A inh: 4.5; GSK3beta inhib: 0.8; HSF1 activator: -4.3; PolyA inh: inactive; AI-2 QS modul: 21.7

What do the screens show for `CC(OC(=O)Cn1cnc2c1c(=O)n(C)c(=O)n2C)C(=O)NCc1ccccc1` (centres undefined)?
aSyn UTR inh: -1.0; HSF1 inhib: -9.1; GSK3A inh: -2.5; GSK3beta inhib: 0.7; HSF1 activator: -7.6; PolyA inh: inactive; AI-2 QS modul: 31.0

How did COc1ccc(CC(=O)NCCC2=CCCCC2)cc1 do in these assays?
aSyn UTR inh: -19.3; HSF1 inhib: 7.1; HSP90 inh: -1.8; IEC-6 cytotox: 2.4; KLF5 inhibitor: -39.5; GSK3A inh: -3.2; GSK3beta inhib: -5.0; HSF1 activator: 2.6; PolyA inh: inactive; AI-2 QS modul: 9.4

How did Cc1cccc(CCNC(=O)CN(C)S(=O)(=O)c2cnc[nH]2)c1 do in these assays?
aSyn UTR inh: -9.6; HSF1 inhib: -10.2; HSP90 inh: 7.7; IEC-6 cytotox: 6.7; KLF5 inhibitor: -12.1; GSK3A inh: -2.1; GSK3beta inhib: -0.7; HSF1 activator: 3.3; PolyA inh: inactive; AI-2 QS modul: -0.2

Results for S=c1[nH]nc(C2CC2)n1Cc1ccccc1 ?
aSyn UTR inh: 27.2; HSF1 inhib: -4.1; HSP90 inh: 2.1; IEC-6 cytotox: 4.0; KLF5 inhibitor: -2.5; GSK3A inh: -2.2; GSK3beta inhib: 0.0; HSF1 activator: -7.4; PolyA inh: inactive; AI-2 QS modul: 8.6
